BoNT-F LC inh = blocks Botulinum neurotoxin F light chain protease; Multiplex microsphere protease cleavage assay, flow cytometry; 360,000 tested, 0.22% active; inhibition, % at 10 µM; in the data active = inhibition above about 35%, passing the limit was not always enough; note: plate controls were buffer without enzyme for full effect and enzyme alone for no effect
MazEF act = increases E. coli MazEF RNase cleavage of RNA | FAM/BHQ RNA-DNA oligo cleavage fluorescence, 5 h | activation, % at 20 µM | 350,000 tested, 0.32% active | AID 504720; in the data active = activation above about 50%
Target sequence (P0AE70 whole entry, looked up): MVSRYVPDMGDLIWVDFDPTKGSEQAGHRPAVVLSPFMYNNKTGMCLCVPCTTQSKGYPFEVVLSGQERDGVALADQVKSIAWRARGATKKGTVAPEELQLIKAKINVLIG
CCHF vOTU inh = blocks the CCHF virus ovarian tumor domain protease; AID 651958; inhibition, % at 11.5 µM; CCHFV vOTU protease, Pep-AMC fluorescence; 370,000 tested, 0.55% active; note: 0% = vehicle wells with enzyme and 100% = no enzyme wells
Mtb BioA inh = BioA (M. tuberculosis) enzyme inhibition | 360,000 tested, 0.096% active | inhibition, % at 9.99 µM | purified M. tuberculosis BioA enzyme, plate reader | AID 602481; in the data active = inhibition above about 40%
UGM FP inh = blocks M. tuberculosis UGM enzyme. P9WIQ1. AID 504406. 320,000 tested, 0.06% active. inhibition, % at 10 µM. purified UGM, fluorescence polarization probe displacement; in the data active = inhibition above about 10%, passing the limit was not always enough
Target sequence (P9WIQ1 whole entry, looked up): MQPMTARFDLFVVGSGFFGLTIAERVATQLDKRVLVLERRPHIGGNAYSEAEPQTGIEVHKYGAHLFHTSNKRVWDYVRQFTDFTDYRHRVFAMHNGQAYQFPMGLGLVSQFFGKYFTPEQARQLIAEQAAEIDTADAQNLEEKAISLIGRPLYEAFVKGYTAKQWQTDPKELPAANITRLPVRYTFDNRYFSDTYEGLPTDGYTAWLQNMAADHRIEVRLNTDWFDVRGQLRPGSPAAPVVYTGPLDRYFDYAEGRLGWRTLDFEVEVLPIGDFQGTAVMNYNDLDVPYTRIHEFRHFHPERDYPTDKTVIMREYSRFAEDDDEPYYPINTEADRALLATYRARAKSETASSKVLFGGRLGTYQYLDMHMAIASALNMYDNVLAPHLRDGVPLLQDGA
FadD28 binding = blocks FadD28 binding to the bisubstrate probe; 360,000 tested, 0.22% active; inhibition, % at 12.5 µM; fluorescence polarization; AID 588549; in the data active = inhibition above about 8.5%, passing the limit was not always enough
Rv3671c protease = inhibits the M. tuberculosis serine protease Rv3671c. AID 2606. inhibition, % at 5.96 µM. 320,000 tested, 0.048% active; in the data active = inhibition above about 38%;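 note: extracellular domain of Rv3671c used as enzyme; 0% = enzyme with DMSO and 100% = no enzyme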
FBA Mtb inh = Mtb fructose-bisphosphate aldolase inhibition | purified M. tuberculosis FBA, fluorescence read-out | inhibition, % at 1 µM | 360,000 tested, 2.3% active | AID 588726; in the data active = inhibition above about 27%;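 note: 0% = vehicle and 100% = reference inhibitor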
Target sequence (P9WQA3 whole entry, looked up): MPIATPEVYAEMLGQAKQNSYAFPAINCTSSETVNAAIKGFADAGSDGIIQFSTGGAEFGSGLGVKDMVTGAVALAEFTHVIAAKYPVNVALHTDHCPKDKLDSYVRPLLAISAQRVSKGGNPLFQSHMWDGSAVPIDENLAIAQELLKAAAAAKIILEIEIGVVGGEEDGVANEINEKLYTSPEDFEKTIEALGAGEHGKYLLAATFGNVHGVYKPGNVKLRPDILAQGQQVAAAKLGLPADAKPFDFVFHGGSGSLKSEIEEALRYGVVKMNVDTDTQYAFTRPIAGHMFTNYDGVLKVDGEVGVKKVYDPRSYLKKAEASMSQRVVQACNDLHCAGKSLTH
VHR inh abs = DUSP3 (human) phosphatase inhibition; P51452; recombinant VHR phosphatase, pNPP absorbance; inhibition, % at 13.3 µM; 290,000 tested, 0.52% active; AID 1654; in the data active = inhibition above about 50%; note: some compounds called inactive have numbers as strong as hits
Target sequence (P51452 whole entry, looked up): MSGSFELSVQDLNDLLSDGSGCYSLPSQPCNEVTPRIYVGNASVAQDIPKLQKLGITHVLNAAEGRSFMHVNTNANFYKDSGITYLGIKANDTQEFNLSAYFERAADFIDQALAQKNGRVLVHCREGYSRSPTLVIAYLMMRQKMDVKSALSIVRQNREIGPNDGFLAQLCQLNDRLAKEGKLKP
GDH-TPI counter = inhibits GDH-TPI coupling enzymes, artifact for Mtb FBA screen. inhibition, % at 4.8 µM. GDH-TPI coupled enzyme counterscreen, NADH absorbance. 360,000 tested, 1.2% active;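 note: 0% = DMSO wells and 100% = wells lacking the enzyme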
Numbers without * were called inactive. Cut-off read from the data, not from the text of the source, unless noted: active = inhibition above about 30%; inactive = the rest.

The opening four entries (preview)
CC(C)C(=O)NC(=O)[C@@H]1CCCN1C(=O)/C=C/c1ccccc1 was read as BoNT-F LC inh -4, MazEF act 12, CCHF vOTU inh -1, Mtb BioA inh -0.2, UGM FP inh -2.9, FadD28 binding -1.4, Rv3671c protease 1, FBA Mtb inh -2, VHR inh abs -7 and GDH-TPI counter -8.
`Cc1cc(=O)[nH]c(Nc2cccc(C(F)(F)F)c2)n1` gave MazEF act 2, CCHF vOTU inh 9, Mtb BioA inh -1.2, UGM FP inh 2.8, FadD28 binding -3.0, Rv3671c protease -2, FBA Mtb inh 0, VHR inh abs -6 and GDH-TPI counter 4.
Screening CCOC(=O)c1c(C)[nH]c(C)c1C(=O)CN1C(=O)NC2(CCCCCC2)C1=O returned BoNT-F LC inh 2, MazEF act 8, CCHF vOTU inh -6, Mtb BioA inh 1.1, FadD28 binding -2.3, Rv3671c protease 5, FBA Mtb inh -1 and GDH-TPI counter -3.
Screening CCCN1C(=O)c2cc(C(=O)NC3CCCC3)ccc2C1O (configuration not stated) returned BoNT-F LC inh 0, MazEF act 4, CCHF vOTU inh -2, Mtb BioA inh -0.8, UGM FP inh 0.0, FadD28 binding -1.1, Rv3671c protease 5, FBA Mtb inh -1, VHR inh abs 15 and GDH-TPI counter -5.

The whole of this part (from the top)
CC(C)C(=O)NC(=O)[C@@H]1CCCN1C(=O)/C=C/c1ccccc1 was read as BoNT-F LC inh -4, MazEF act 12, CCHF vOTU inh -1, Mtb BioA inh -0.2, UGM FP inh -2.9, FadD28 binding -1.4, Rv3671c protease 1, FBA Mtb inh -2, VHR inh abs -7 and GDH-TPI counter -8.
`Cc1cc(=O)[nH]c(Nc2cccc(C(F)(F)F)c2)n1` gave MazEF act 2, CCHF vOTU inh 9, Mtb BioA inh -1.2, UGM FP inh 2.8, FadD28 binding -3.0, Rv3671c protease -2, FBA Mtb inh 0, VHR inh abs -6 and GDH-TPI counter 4.
Screening CCOC(=O)c1c(C)[nH]c(C)c1C(=O)CN1C(=O)NC2(CCCCCC2)C1=O returned BoNT-F LC inh 2, MazEF act 8, CCHF vOTU inh -6, Mtb BioA inh 1.1, FadD28 binding -2.3, Rv3671c protease 5, FBA Mtb inh -1 and GDH-TPI counter -3.
Screening CCCN1C(=O)c2cc(C(=O)NC3CCCC3)ccc2C1O (configuration not stated) returned BoNT-F LC inh 0, MazEF act 4, CCHF vOTU inh -2, Mtb BioA inh -0.8, UGM FP inh 0.0, FadD28 binding -1.1, Rv3671c protease 5, FBA Mtb inh -1, VHR inh abs 15 and GDH-TPI counter -5.
For COc1ccc(Cn2c(=S)[nH]c3cc(C(=O)NCCCN4CCOCC4)ccc3c2=O)cc1 the results were BoNT-F LC inh -1, MazEF act 8, CCHF vOTU inh 22, Mtb BioA inh -2.4, UGM FP inh -1.9, FadD28 binding -5.9, Rv3671c protease -31, FBA Mtb inh 1, VHR inh abs 15 and GDH-TPI counter 8.
For Clc1ccc(-c2cccc3nccn23)c(Cl)c1 the results were BoNT-F LC inh -6, CCHF vOTU inh -11, Mtb BioA inh 2.7, FadD28 binding -3.4, FBA Mtb inh 15 and GDH-TPI counter 6.
`CN(C)S(=O)(=O)N1CCN(CC(O)COc2ccc(-c3ccccc3)cc2)CC1` (configuration not stated) gave BoNT-F LC inh 1, MazEF act 2, CCHF vOTU inh 7, Mtb BioA inh -1.2, UGM FP inh 0.5, FadD28 binding 1.1, Rv3671c protease 3, FBA Mtb inh -1, VHR inh abs -16 and GDH-TPI counter -4.
COCCn1c(=O)[nH]c2cc(C(=O)N3CCN(c4cccc(C)c4C)CC3)ccc2c1=O was read as BoNT-F LC inh 18, MazEF act 4, CCHF vOTU inh -3, Mtb BioA inh -1.2, UGM FP inh 0.1, FadD28 binding 0.6, Rv3671c protease -4, FBA Mtb inh -1, VHR inh abs 2 and GDH-TPI counter 1.
`COc1ccc(OC)c(C2CC(=O)N3CN(c4cccc(Cl)c4)CSC3=C2C#N)c1` (configuration not stated) gave BoNT-F LC inh 2, MazEF act -13, CCHF vOTU inh 5, Mtb BioA inh -2.2, UGM FP inh -1.3, FadD28 binding 0.1, Rv3671c protease -5, FBA Mtb inh -2, VHR inh abs 34 and GDH-TPI counter 10.
`Cc1cccc(N2CCN(C(=O)c3ccncc3)CC2)c1C` gave BoNT-F LC inh 13, MazEF act 3, CCHF vOTU inh -16, Mtb BioA inh 0.9, UGM FP inh -2.3, FadD28 binding -2.4, Rv3671c protease 2, FBA Mtb inh 3, VHR inh abs 11 and GDH-TPI counter 12.
Screening CNC(=O)CN(c1ccc2c(c1)OCCO2)S(C)(=O)=O returned BoNT-F LC inh 7, MazEF act -1, CCHF vOTU inh -4, Mtb BioA inh -1.7, UGM FP inh 1.1, FadD28 binding -0.6, Rv3671c protease -1, FBA Mtb inh 0, VHR inh abs -29 and GDH-TPI counter -5.
`Cc1ccc(CN2CCN(Cc3cccn3-c3ccccn3)CC2CCO)o1` (configuration not stated) gave BoNT-F LC inh -2, MazEF act -8, CCHF vOTU inh -6, UGM FP inh 2.1, FadD28 binding 0.8, Rv3671c protease -3, FBA Mtb inh 2, VHR inh abs 13 and GDH-TPI counter 3.
`COc1ccc(N/N=C/c2c(C(=O)O)ccc3ccccc23)cc1` gave BoNT-F LC inh -1, MazEF act -101, CCHF vOTU inh 5, Mtb BioA inh -2.8, UGM FP inh -1.0, FadD28 binding -1.4, Rv3671c protease 10, FBA Mtb inh 2, VHR inh abs 7 and GDH-TPI counter 18.
For COc1ccc(NC(=O)CN(C)C(=O)c2cc3c(cc2Cl)N2CCCCCC2=NS3(=O)=O)cc1 the results were BoNT-F LC inh 2, MazEF act -12, CCHF vOTU inh 2, UGM FP inh -3.2, FadD28 binding -0.5, Rv3671c protease -5, FBA Mtb inh 2 and GDH-TPI counter 10.
O=C(NCc1ccco1)C1CCCN(S(=O)(=O)c2ccc(-n3cnnn3)cc2)C1 (configuration not stated) was read as BoNT-F LC inh 2, MazEF act 0, CCHF vOTU inh 9, Mtb BioA inh -1.3, UGM FP inh 0.4, FadD28 binding -4.7, Rv3671c protease -14, FBA Mtb inh 0, VHR inh abs 0 and GDH-TPI counter -5.
Screening COc1ccc(-c2ccc(C(=O)NCc3ccccc3)c3occc23)c(C)c1 returned BoNT-F LC inh -7, CCHF vOTU inh 18, Mtb BioA inh -0.9, FadD28 binding -12, FBA Mtb inh 22 and GDH-TPI counter 4.
Screening CCC(=O)N1CCc2cc(S(=O)(=O)CCC(=O)N3CCCC(C)C3)ccc21 (configuration not stated) returned BoNT-F LC inh -1, MazEF act 14, CCHF vOTU inh 21, Mtb BioA inh -0.5, UGM FP inh -1.4, FadD28 binding -0.6, Rv3671c protease 10, FBA Mtb inh 0, VHR inh abs 14 and GDH-TPI counter 5.
Screening CCC(=O)Nc1ccc(S(=O)(=O)Nc2nccs2)cc1 returned BoNT-F LC inh -8, MazEF act -2, CCHF vOTU inh 2, Mtb BioA inh -1.5, UGM FP inh 0.6, FadD28 binding -2.3, Rv3671c protease 12, FBA Mtb inh -3, VHR inh abs 49 and GDH-TPI counter 6.
Screening Cc1ccc2c(C)c(C(=O)N3CCC(O)(c4ccccc4)CC3)oc2c1C returned BoNT-F LC inh 17, MazEF act 1, CCHF vOTU inh 16, Mtb BioA inh 2.1, UGM FP inh 0.3, FadD28 binding -1.3, Rv3671c protease -3, FBA Mtb inh -1, VHR inh abs 0 and GDH-TPI counter 10.
COc1ccccc1C(=O)NC(CCSC)C(=O)OCC(=O)N1CCCC1=O (configuration not stated) was read as BoNT-F LC inh 2, MazEF act 4, CCHF vOTU inh 0, Mtb BioA inh 1.4, UGM FP inh 1.7, Rv3671c protease -4, FBA Mtb inh -1 and GDH-TPI counter 0.
`CCOC(=O)c1ccc(C(=O)NNC(=O)C2C3C=CC(C3)C2C(=O)O)cc1` (configuration not stated) gave BoNT-F LC inh -5, MazEF act 8, CCHF vOTU inh 0, Mtb BioA inh 3.6, UGM FP inh -1.1, FadD28 binding -0.5, FBA Mtb inh 0, VHR inh abs 6 and GDH-TPI counter 9.
`CCN(CC)C(=O)c1ncn(C)c1C(=O)N(CC)CC` gave BoNT-F LC inh -5, MazEF act 4, CCHF vOTU inh 7, Mtb BioA inh -1.1, UGM FP inh -4.2, FadD28 binding -1.7, Rv3671c protease 0, FBA Mtb inh -1 and GDH-TPI counter 2.
`C/C(=N/NS(=O)(=O)c1ccc(C)cc1C)c1c[nH]c2ccccc12` gave BoNT-F LC inh -11, MazEF act 0, CCHF vOTU inh 15, Mtb BioA inh -0.2, UGM FP inh -3.0, FadD28 binding -2.1, FBA Mtb inh 0, VHR inh abs 23 and GDH-TPI counter 7.
For Cc1cc(S(=O)(=O)N2CCOCC2)ccc1OCC(=O)Nc1ccc(F)c(Cl)c1 the results were BoNT-F LC inh -5, MazEF act -14, CCHF vOTU inh 3, Mtb BioA inh -3.6, UGM FP inh -0.3, FadD28 binding 0.7, Rv3671c protease -2, FBA Mtb inh -1, VHR inh abs -4 and GDH-TPI counter -5.
COC(=O)C1=C(c2ccc(Cl)c(C(F)(F)F)c2)C[C@@H]2CC[C@H]1N2C(=O)N1CCOCC1 was read as BoNT-F LC inh 0, MazEF act 3, CCHF vOTU inh -8, Mtb BioA inh 1.5, UGM FP inh 3.0, FadD28 binding -5.1, Rv3671c protease -9, FBA Mtb inh -1 and GDH-TPI counter -5.
Screening COC(=O)C1=C(C)N=c2s/c(=C/c3cccs3)c(=O)n2C1c1ccc(F)cc1 (configuration not stated) returned BoNT-F LC inh 9, MazEF act -2, CCHF vOTU inh 1, Mtb BioA inh -1.1, UGM FP inh -4.1, FadD28 binding -2.6, Rv3671c protease 3, FBA Mtb inh 0, VHR inh abs 27 and GDH-TPI counter 5.
`CCCNC(=O)CN(C)C(=O)c1n[nH]c2ccccc12` gave BoNT-F LC inh 2, MazEF act -3, CCHF vOTU inh -9, Mtb BioA inh -1.0, UGM FP inh -0.3, FadD28 binding -3.5, Rv3671c protease -3, FBA Mtb inh -3, VHR inh abs 28 and GDH-TPI counter -8.
`CN(C)CCNC(=O)c1ccc(COCC(F)(F)F)cc1` gave BoNT-F LC inh -18, MazEF act 9, CCHF vOTU inh -4, Mtb BioA inh -1.0, UGM FP inh 2.6, FadD28 binding -1.0, Rv3671c protease 9, FBA Mtb inh 4, VHR inh abs 2 and GDH-TPI counter -2.
Screening COc1ccc(-c2cc(C(=O)O)no2)cc1 returned BoNT-F LC inh -12, MazEF act -4, CCHF vOTU inh 3, UGM FP inh 0.9, FadD28 binding -0.7, Rv3671c protease -12, FBA Mtb inh 1, VHR inh abs 4 and GDH-TPI counter 4.
For CCOC(=O)C(Cc1ccc(NC(=O)/C(=C/c2ccccc2)NC(=O)c2ccccc2)cc1)N1C(=O)c2ccccc2C1=O (configuration not stated) the results were BoNT-F LC inh 20, MazEF act -6, CCHF vOTU inh -16, Mtb BioA inh -0.5, UGM FP inh 0.4, FadD28 binding -2.6, Rv3671c protease -54, FBA Mtb inh -6, VHR inh abs 15 and GDH-TPI counter 18.
CCOC(=O)Cn1c(=NC(=O)C2CC2)sc2c(C)cc(C)cc21 was read as BoNT-F LC inh 6, MazEF act 2, CCHF vOTU inh -5, Mtb BioA inh -1.2, UGM FP inh 1.4, FadD28 binding -2.1, Rv3671c protease 2, FBA Mtb inh 0, VHR inh abs -28 and GDH-TPI counter 12.
`Cc1cccc(C)c1-n1c(C)cc(/C=N\Nc2ccc([N+](=O)[O-])cn2)c1C` gave BoNT-F LC inh 0, MazEF act 4, CCHF vOTU inh -3, Mtb BioA inh -1.0, UGM FP inh -1.7, FadD28 binding -0.6, Rv3671c protease -8, FBA Mtb inh -9, VHR inh abs 20 and GDH-TPI counter -2.
Screening C=CCn1c(CSc2ccc(C)cc2)n[nH]c1=S returned BoNT-F LC inh -2, MazEF act 2, CCHF vOTU inh -6, Mtb BioA inh -0.1, UGM FP inh 0.9, FadD28 binding -4.5, Rv3671c protease -5, FBA Mtb inh -5, VHR inh abs 0 and GDH-TPI counter -12.
O=C(Nc1ccc(Cc2ccc(NC(=O)N3CCOCC3)cc2)cc1)N1CCOCC1 was read as BoNT-F LC inh 15, MazEF act -3, CCHF vOTU inh -4, Mtb BioA inh -1.5, UGM FP inh -0.1, FadD28 binding -2.4, Rv3671c protease 2, FBA Mtb inh -2, VHR inh abs 10 and GDH-TPI counter 3.

Compound activity as filed in PubChem.
